Bioassay records (PubChem BioAssay)
IMP-1 inh: blocks Pseudomonas aeruginosa IMP-1 metallo-beta-lactamase; purified IMP-1, nitrocefin hydrolysis, epi-absorbance fluorescence; inhibition, % at 5.6 µM; 290,000 tested, 0.45% active; AID 1556;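 active = inhibition above the mean plus 3 SD of all compounds in the same screening run, cut at about 4.5% in these data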;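 note: 0% = IMP-1 with DMSO and 100% = DMSO wells lacking enzyme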
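System: Purified IMP-1 | Read-out basis: Percent enzyme inhibition | Controls: IMP-1 with DMSO as 0%, enzyme-free DMSO as 100% | Replicates: One well per compound | Doses: 5.6 µM nominal single concentration | Detection: Epi-absorbance fluorescence, 480 nm excitation, 530 nm emission | Incubation: 25 °C, 15 min preincubation, 25 min reaction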
IDE act: IDE (human) activation, cell-based. 340,000 tested, 0.073% active. P14735. activation, % at 5.96 µM. HEK cells, FAbeta-B cleavage, fluorescence polarization; 0% vehicle, 100% cell-free pure enzyme wells;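 active = activation above the mean of all tested compounds plus 3 SD, set per screening campaign, cut at about 17% in these data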
Target sequence (P14735 whole entry, looked up): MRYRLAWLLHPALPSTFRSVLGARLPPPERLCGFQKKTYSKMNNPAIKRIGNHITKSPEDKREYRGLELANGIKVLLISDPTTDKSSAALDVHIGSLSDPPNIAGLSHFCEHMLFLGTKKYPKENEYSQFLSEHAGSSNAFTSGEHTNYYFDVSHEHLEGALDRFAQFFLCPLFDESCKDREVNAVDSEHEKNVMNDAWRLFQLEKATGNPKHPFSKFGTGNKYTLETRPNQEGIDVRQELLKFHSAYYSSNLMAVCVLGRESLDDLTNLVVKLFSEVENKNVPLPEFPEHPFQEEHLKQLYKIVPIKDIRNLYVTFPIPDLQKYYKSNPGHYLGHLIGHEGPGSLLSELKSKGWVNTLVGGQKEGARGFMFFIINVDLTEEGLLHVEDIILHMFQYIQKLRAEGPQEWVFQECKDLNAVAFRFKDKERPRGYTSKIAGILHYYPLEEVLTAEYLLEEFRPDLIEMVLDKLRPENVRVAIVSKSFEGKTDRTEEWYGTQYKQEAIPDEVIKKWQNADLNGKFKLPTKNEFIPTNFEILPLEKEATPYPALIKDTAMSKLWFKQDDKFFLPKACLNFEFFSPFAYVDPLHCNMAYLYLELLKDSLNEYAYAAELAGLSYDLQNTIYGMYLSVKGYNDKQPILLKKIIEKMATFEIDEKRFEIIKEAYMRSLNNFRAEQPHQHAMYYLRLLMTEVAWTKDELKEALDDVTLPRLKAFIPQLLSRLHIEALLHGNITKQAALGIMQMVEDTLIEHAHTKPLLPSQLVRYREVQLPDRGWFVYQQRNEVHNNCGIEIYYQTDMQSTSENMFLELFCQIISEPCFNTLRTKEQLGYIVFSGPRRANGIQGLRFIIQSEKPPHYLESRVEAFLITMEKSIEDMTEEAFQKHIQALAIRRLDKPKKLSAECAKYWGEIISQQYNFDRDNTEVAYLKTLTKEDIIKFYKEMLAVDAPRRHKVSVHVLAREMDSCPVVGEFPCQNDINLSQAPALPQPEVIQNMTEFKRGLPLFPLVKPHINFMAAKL
NALP1 yeast inh: inhibitors of NALP1 inflammasome in yeast; inhibition, % at 10 µM; S. cerevisiae NALP1/ASC/caspase-1 growth, X-gal OD620, 72 h; 280,000 tested, 0.61% active; AID 2071; in the data active = inhibition mostly above about 24%, no sharp cut-off; inactive = mostly below about 32%; note: some compounds called inactive have numbers as strong as hits
p-CIP stab down: compounds decreasing mouse p/CIP protein stability. Q05BA5. F442A p/CIP-EGFP cells, EGFP fluorescence, 16 h. decrease of EGFP signal, % at 10 µM. 290,000 tested, 0.01% active. AID 1984;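 active = EGFP signal decrease of at least 30% at 10 µM or well 3 SD below plate mean, unless failing retest; inactive = the rest, including hits failing retest or dose response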; note: some compounds called inactive have numbers as strong as hits; many of its hits are not listed in these tables
PHOSPHO1 inh: PHOSPHO1 (human) inhibition; Q8TCT1; 290,000 tested, 1.1% active; inhibition, % at 13.3 µM; AID 1565; recombinant PHOSPHO1, absorbance phosphatase assay; in the data active = inhibition above about 60%
M18AAP inhibitor: blocks P. falciparum M18 aspartyl aminopeptidase. AID 1822. inhibition, % at 7.35 µM. 290,000 tested, 1.2% active. recombinant PfM18AAP, H-Glu-NHMec fluorogenic cleavage;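 active = inhibition above the campaign mean inhibition over all tested compounds plus 3 SD, cut at about 28% in these data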;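 note: 0% = plate median of test compound wells and 100% = 2 mM ZnCl2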
GPR7 antag: blocks human GPR7 receptor signaling | P48145 | GPR7-expressing cells, fluorescence antagonist assay | inhibition, % at 4.4 µM | 290,000 tested, 1.1% active | AID 1861; in the data active = inhibition above about 16%, passing the limit was not always enough;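 note: cells stimulated with the agonist NPW; 0% = agonist with vehicle and 100% = vehicle without agonist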
IDE inh: inhibits human insulin-degrading enzyme in HEK cells; P14735; AID 434962; FAbetaB cleavage, fluorescence polarization; 320,000 tested, 0.41% active; inhibition, % at 5.59 µM;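 active = percent inhibition above the average of all tested compounds plus 3 SD, set per screening campaign, cut at about 16% in these data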;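 note: IDE supplied by intact live HEK cells; FP after avidin binding of uncleaved biotin substrate so inhibition keeps polarization high; 0% = DMSO wells and 100% = 60 µM reference IDE inhibitor Ii1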
VIM-2 inhibitor: inhibitors of Pseudomonas aeruginosa VIM-2 metallo-beta-lactamase; purified VIM-2, nitrocefin hydrolysis, epi-absorbance fluorescence; inhibition, % at 5.6 µM; 290,000 tested, 0.89% active; AID 1527;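 active = inhibition above the mean of all tested compounds plus 3 SD, cutoff set per screening run, cut at about 7.5% in these data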;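 note: red hydrolysis product quenches plate fluorescence so inhibitors raise well fluorescence; 0% = enzyme with DMSO and 100% = DMSO without enzyme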
* marks the source's active call; other numbers are inactive results; nt = no result given.

SMILES	IMP-1 inh	IDE act	NALP1 yeast inh	p-CIP stab down	PHOSPHO1 inh	M18AAP inhibitor	GPR7 antag	IDE inh	VIM-2 inhibitor
CC1(C(=O)NC2CCCCCCC2)CCC(=O)N1Cc1ccco1 (stereo unspecified)	-3.2	1.5	-5.1	1.4	13.5	-1.5	-9.6	-4.5	-2.2
COc1ccccc1NC(=S)N(Cc1ccco1)Cc1cc2ccc(C)c(C)c2[nH]c1=O	-2.5	2.9	15.6	2.9	-16.9	0.1	3.4	3.4	-4.4
NC1=NC2(CCCCC2)N(c2ccc(F)cc2F)C(N)=N1	-3.7	4.8	3.5	5.7	28.8	-3.1	-3.2	9.6	-3.3
O=C(Cc1ccccc1)NCC1COc2ccccc2O1 (stereo unspecified)	-1.2	6.1	nt	nt	nt	1.9	-1.9	-1.2	-2.9
O=C(C1CCN(S(=O)(=O)c2cccnc2)CC1)N1CCCCC1	-0.3	4.4	-11.2	1.4	6.3	-6.1	-5.1	2.6	-5.9
Cc1cc(C)cc(N(CC(=O)NC(C)(C)C)C(=O)CCC(=O)Nc2nccs2)c1	-0.8	-4.8	-3.5	10.3	nt	-3.1	11.0	-2.1	0.3
CCc1nnc(NC(=O)C(c2ccccc2)c2ccccc2)s1	-5.2	-0.2	14.4	-7.6	32.5	-2.1	-19.8	0.9	-1.3
CCn1c(Cc2ccc(OC)cc2)nnc1SCC(=O)Nc1ccc(N2CCOCC2)cc1	-1.8	2.5	-10.5	-1.7	47.8	3.8	3.6	-3.3	-1.9
Cc1[nH]nc2c1C(c1ccco1)C(C#N)=C(N)O2 (stereo unspecified)	-1.9	4.6	8.9	16.9	12.2	14.0	-0.8	-0.8	2.5
CCc1ccccc1NC1=NCC(=O)N1Cc1ccc2c(c1)OCO2	-1.4	-0.7	-3.8	5.4	-26.0	3.2	-2.7	-2.3	-2.1
CCN(CC(=O)NC(C)(C)C)C(=O)c1ccccc1SCC(=O)NC1CCCCCCC1	1.6	3.3	6.1	4.1	5.1	8.7	5.2	3.8	-2.2
N#Cc1c(C(F)(F)F)cc(C2CC2)nc1N1CCCC1	-0.3	5.2	17.0	15.1	8.7	-14.1	-10.4	0.6	-0.6
CCNC(=S)N/N=C1\CCCCc2ccccc21	-2.4	-0.1	-1.4	6.5	7.9	0.0	-15.7	9.9	-4.5
CCCc1cc(=O)[nH]c(SCC(=O)Nc2sc3c(c2C#N)CCC(C)C3)n1 (stereo unspecified)	-2.1	3.9	-2.3	0.2	36.0	8.0	-22.6	0.9	-1.8
Cc1ccccc1CSc1nnc(-c2ccncc2)o1	-1.2	-1.4	1.9	-13.8	29.5	0.6	11.3	-2.3	-1.3
CN1CCN(NC(=O)CSc2ccc(Cl)cc2Cl)CC1	-2.1	2.1	7.1	-3.2	12.4	-2.1	-5.7	2.5	-3.7
O=S(=O)(NC1CCCCC1N1CCN(c2ccc(F)cc2)CC1)c1ccccc1 (stereo unspecified)	-0.6	3.8	5.8	-1.6	42.2	-2.7	12.9	-2.8	0.2
CCOC(=O)c1cc(CC)sc1/N=C/C1=C(O)CC(C)(C)CC1=O	-2.0	-2.7	28.0	6.3	14.0	-10.2	-7.9	3.8	-0.2
Cn1nc(-c2ccc(Cl)cc2)c2cc(C(=O)NCC3CCCO3)sc21 (stereo unspecified)	-2.2	-0.8	-18.0	-1.6	4.3	-1.2	-5.3	-0.3	1.8
Cc1ccc(NC(=O)c2sc3nc(C)cc(C)c3c2N)cc1	0.9	-12.6	25.3	-1.6	43.7	10.9	-3.0	21.4*	2.7
Cc1ccc(S(=O)(=O)NC(=O)c2ccc(Br)o2)c(C)c1	-4.1	2.5	18.4	-8.5	-1.2	-5.5	-7.1	0.5	-0.1
CCC(=O)N1CCN(c2ccc(NC(=S)NC(=O)c3ccc(OC)c([N+](=O)[O-])c3)cc2)CC1	-3.6	3.0	4.8	0.4	23.6	10.6	4.5	5.5	-2.9
COc1ccccc1OCc1csc(N)n1	-2.2	0.5	8.1	-16.2	-113.9	-13.0	-7.3	-2.2	-1.7
COc1cc(C(=O)C(=O)c2ccc(O)c(OC)c2)ccc1O	-1.2	-0.5	4.3	-2.9	32.2	6.1	1.7	2.2	-0.8
Cc1cc(C)c(C(=O)OCc2csc(CC(=O)Nc3ccccc3C)n2)c(C)c1	-2.8	2.7	-3.0	-6.1	nt	2.5	-13.4	0.3	-1.9

The listing continues.
SMILES	IMP-1 inh	IDE act	NALP1 yeast inh	p-CIP stab down	PHOSPHO1 inh	M18AAP inhibitor	GPR7 antag	IDE inh	VIM-2 inhibitor
COc1ccc(S(=O)(=O)N2CCc3cc(OC)c(OC)cc3C2)cc1	-4.0	4.6	nt	8.8	-5.6	11.9	-12.4	8.3	-2.3
COc1ccc(O)c(/C=N/NC(=O)c2cccc(N3CCCC3=O)c2)c1	-3.3	0.5	-3.6	-0.1	23.0	7.0	-6.7	-3.2	-3.7
COC(=O)c1ccc(Oc2nc(NC(C)C)nc(NC(C)C)n2)cc1	-1.1	5.3	nt	1.3	39.0	-0.6	-13.7	-4.8	-0.6
CCCCNC(=O)c1onc(CSc2cc(C)cc(C)c2)c1C(=O)O	-2.5	7.6	-21.1	-0.4	37.3	2.1	-11.2	0.9	-3.6
Cc1sc(-n2c(C)cc(/C=N/n3cnnc3)c2C)c(C#N)c1C	-3.6	-2.1	8.5	-9.6	84.3*	36.2*	11.5	4.2	-2.5
COC(=O)Cc1[nH]nc2c1C(c1ccc(O)c(OC)c1)C(C#N)=C(N)O2 (stereo unspecified)	-3.4	-2.4	nt	-9.0	34.7	27.0	-8.0	-1.2	-3.8
O=C(NC(=S)NNC(=O)[C@H]1C[C@@H]1c1ccccc1)c1ccc(F)cc1	0.9	3.2	25.1	-11.0	32.7	16.6	7.1	1.8	-1.1
Cc1ccc(/C=N/NC(=O)c2cccc(NC(=O)c3ccccc3Cl)c2)o1	-2.5	1.2	1.7	-13.2	8.0	-7.8	-2.2	0.3	-2.6
CCc1cc(=O)oc2cc(C)cc(OC(C)C(=O)NCc3ccncc3)c12 (stereo unspecified)	-1.4	0.6	25.1	-2.1	18.3	-7.8	-7.0	-0.9	6.0
CCCN1CCC(NC(=O)Nc2ccccc2C(=O)OC)CC1	-2.7	3.2	3.9	-12.5	23.3	1.0	-7.9	2.3	-3.2
Cc1ccc(NC(=O)C2(C)Cc3ccccc3C(=O)O2)cc1 (stereo unspecified)	-2.4	3.6	17.5	7.4	14.6	3.4	-7.9	6.6	-1.1
Cc1ccc(C)c(Cn2c3ccccc3c3cnn(CC(=O)NCc4ccccn4)c(=O)c32)c1	1.7	-0.5	-10.0	-7.3	4.7	-11.4	-4.6	-6.5	-1.9
Nc1ccc(-c2nc3ccccc3o2)cc1	-3.3	0.5	9.0	-3.3	37.1	8.6	-17.7	2.0	-0.1
Cc1cccc(C)c1NC(=O)CNC(=O)c1ccncc1	-0.9	3.4	25.7	2.3	32.6	-3.6	-5.4	0.6	-0.4
Nc1ncc(Br)cc1Br	-3.8	3.4	-3.1	-2.5	-6.8	-4.7	-4.3	-4.5	-2.8
N#Cc1c(Nc2ccccc2Cl)s[nH]c1=O	-0.8	-10.8	20.6	-11.6	58.5	21.5	6.8	3.9	-0.8
COc1cc(-c2c(-c3ccc4c(c3)OCO4)noc2C)ccc1F	-2.8	-0.5	3.9	-24.3	-35.5	-11.8	-0.6	1.4	-0.5
C#CCN(C(=O)Nc1ccccc1)c1ccccc1	-0.7	3.9	1.7	4.7	2.6	-2.9	7.8	-0.2	0.6
O=C(O)CCC(=O)Nc1ccc(S(=O)(=O)Nc2nccs2)cc1	-3.7	5.6	25.2	2.8	8.4	0.5	-11.7	-2.4	-3.1
CCc1cccc(Nc2cc(C)nc3ncnn23)c1	-1.9	0.3	23.9	-7.3	-8.6	2.1	-8.6	1.0	-2.4
Oc1ccccc1-c1nc2ccccc2nc1-c1ccccc1	-2.3	2.7	6.4	5.6	15.0	-0.9	-8.0	-1.1	-2.0
O=C(COc1ccccc1)Nc1ncccn1	-3.6	6.2	2.7	-2.2	-2.0	7.4	2.3	0.4	-0.8
O=[N+]([O-])c1ccc(Nc2ccc3ccccc3c2)nc1	-2.7	2.3	29.7	-11.5	-14.0	2.0	1.2	2.4	1.5
N=c1ccn(Cc2cccc(F)c2)cc1	-4.0	nt	7.3	-14.9	10.6	6.0	-12.3	-1.7	-2.3
CCc1nn(-c2ccccc2)c(N)c1C#N	-0.4	3.2	32.6	-1.3	4.5	-0.7	-5.1	-1.9	-2.7

Next part; the last 2 above are carried over.
SMILES	IMP-1 inh	IDE act	NALP1 yeast inh	p-CIP stab down	PHOSPHO1 inh	M18AAP inhibitor	GPR7 antag	IDE inh	VIM-2 inhibitor
N=c1ccn(Cc2cccc(F)c2)cc1	-4.0	nt	7.3	-14.9	10.6	6.0	-12.3	-1.7	-2.3
CCc1nn(-c2ccccc2)c(N)c1C#N	-0.4	3.2	32.6	-1.3	4.5	-0.7	-5.1	-1.9	-2.7
Cc1ccc(NC(=O)C(C)N2C(=O)c3ccccc3C2=O)cc1 (stereo unspecified)	-2.2	2.2	23.9	-3.3	1.8	-3.1	-2.0	2.6	-3.1
CSc1nnc2n(CCc3ccccc3)c(=O)c3c4c(sc3n12)CCCC4	-1.8	nt	nt	nt	nt	-0.8	-6.4	nt	-1.4
NC(=O)CN(c1ccccc1)C1SC(=O)N(Cc2ccccc2)C1=O (stereo unspecified)	-3.8	-1.1	-15.6	-3.2	6.8	18.9	-9.1	-1.7	-3.0
Cc1csc(=N)n1CC(=O)N1CCc2ccccc21	-3.9	1.1	16.0	2.7	-0.7	-0.5	-8.5	-0.7	-4.0
Cc1ccccc1CN1C(=O)CS/C1=N/N=C/c1ccco1	-3.1	-0.2	nt	-3.0	41.6	4.6	1.4	0.6	-2.9
COc1cccc(Nc2ncnc3sc(C)cc23)c1	0.1	4.1	19.5	-8.0	46.9	-2.0	29.9*	-0.3	2.9
Cc1ccc(C(=O)N/C(=C\c2cccnc2)C(=O)N2CCCC2)cc1	-6.3	2.2	14.4	8.5	18.4	-1.8	2.9	2.1	-0.4
CNc1nc(=S)[nH]c2ccccc12	-2.9	-4.2	-2.2	-16.0	-69.3	24.6	-11.7	-1.1	0.9
CC(=O)Oc1cc2c(C(=O)NCCCN3CCOCC3)c(C)oc2c2ccccc12	-2.8	-1.8	1.7	-3.4	-6.8	0.6	0.8	3.2	5.1
CC1(c2ccc(Cl)cc2)NC(=O)N(CC(=O)NCc2cccs2)C1=O (stereo unspecified)	0.2	6.1	19.7	-2.1	7.4	-9.9	2.3	-2.4	-0.1
CCC(=O)N1CCc2cc(S(=O)(=O)CCC(=O)NCc3ccc(OC)cc3)ccc21	0.1	5.8	19.7	-1.2	17.1	-11.8	-21.4	0.9	2.0
N#Cc1cn(CC(=O)N2CCc3ccccc3C2)c2ccccc12	0.0	-2.4	6.2	-7.2	-6.8	-0.8	-6.1	2.6	0.4
CCC(COC)NC(=O)c1ccc(OC)c(OC2CCN(C(C)=O)CC2)c1 (stereo unspecified)	-1.7	0.6	-4.5	9.2	24.1	5.5	-6.6	-2.5	-0.5
CCCC1CCc2c(c3ccccc3[nH]c2=O)O1 (stereo unspecified)	-5.1	-5.0	29.7	-6.4	1.0	-3.0	-12.0	-2.0	-5.9

The order is random, and some 5.3% of all compounds hit somewhere here.
